# FadD28 FP inh: inhibitors of Mycobacterium tuberculosis FadD28 bisubstrate binding | FadD28 bisubstrate probe binding, fluorescence polarization | inhibition, % at 12.5 µM | 0.22% of 360,000 active | AID 588549; in the data active = inhibition above about 8.5%, passing the limit was not always enough; inconclusive = no clear call, values can overlap the other calls
# VHR inh abs: blocks human VHR1 dual specificity phosphatase. recombinant VHR phosphatase, pNPP absorbance. AID 1654. P51452. 0.52% of 290,000 active. inhibition, % at 13.3 µM; in the data active = inhibition above about 50%; also: some compounds called inactive have numbers as strong as hits
# Target sequence (P51452 whole entry, looked up): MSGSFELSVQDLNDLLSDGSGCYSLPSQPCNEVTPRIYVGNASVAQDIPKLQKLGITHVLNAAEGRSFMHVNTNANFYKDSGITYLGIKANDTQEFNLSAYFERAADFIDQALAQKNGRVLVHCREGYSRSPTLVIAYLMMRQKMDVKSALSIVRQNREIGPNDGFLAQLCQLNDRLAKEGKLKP
# BoNT F protease: inhibitors of Botulinum neurotoxin F light chain protease. 0.22% of 360,000 active. Multiplex microsphere protease cleavage assay, flow cytometry. AID 588497. inhibition, % at 10 µM; in the data active = inhibition above about 35%, passing the limit was not always enough; inconclusive = no clear call, values can overlap the other calls; also: plate controls were buffer without enzyme for full effect and enzyme alone for no effect
# Rv3671c protease: Rv3671c (M. tuberculosis) protease inhibition | inhibition, % at 5.96 µM | P9WHR9 | 0.048% of 320,000 active; in the data active = inhibition above about 38%;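 also: extracellular domain of Rv3671c used as enzyme; 0% = enzyme with DMSO and 100% = no enzyme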
# BioA inh: inhibitors of Mycobacterium tuberculosis BioA enzyme; AID 602481; 0.096% of 360,000 active; purified M. tuberculosis BioA enzyme, plate reader; inhibition, % at 9.99 µM; in the data active = inhibition above about 40%; inconclusive = no clear call, values can overlap the other calls
# GDH-TPI counter: counter-screen for M. tuberculosis FBA inhibitors: GDH-TPI coupled enzymes; inhibition, % at 4.8 µM; 1.2% of 360,000 active; GDH-TPI coupled enzyme counterscreen, NADH absorbance;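 also: 0% = DMSO wells and 100% = wells lacking the enzyme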
# MazEF act: increases E. coli MazEF RNase cleavage of RNA; activation, % at 20 µM; P0AE70; 0.32% of 350,000 active; FAM/BHQ RNA-DNA oligo cleavage fluorescence, 5 h; in the data active = activation above about 50%
# Target sequence (P0AE70 whole entry, looked up): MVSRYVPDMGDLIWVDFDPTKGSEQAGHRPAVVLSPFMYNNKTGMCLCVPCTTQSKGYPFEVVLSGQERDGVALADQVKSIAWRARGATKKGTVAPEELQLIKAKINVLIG
# UGM FP inh: inhibitors of M. tuberculosis UDP-galactopyranose mutase. purified UGM, fluorescence polarization probe displacement. inhibition, % at 10 µM. P9WIQ1. 0.06% of 320,000 active; in the data active = inhibition above about 10%, passing the limit was not always enough; inconclusive = no clear call, values can overlap the other calls
# Target sequence (P9WIQ1 whole entry, looked up): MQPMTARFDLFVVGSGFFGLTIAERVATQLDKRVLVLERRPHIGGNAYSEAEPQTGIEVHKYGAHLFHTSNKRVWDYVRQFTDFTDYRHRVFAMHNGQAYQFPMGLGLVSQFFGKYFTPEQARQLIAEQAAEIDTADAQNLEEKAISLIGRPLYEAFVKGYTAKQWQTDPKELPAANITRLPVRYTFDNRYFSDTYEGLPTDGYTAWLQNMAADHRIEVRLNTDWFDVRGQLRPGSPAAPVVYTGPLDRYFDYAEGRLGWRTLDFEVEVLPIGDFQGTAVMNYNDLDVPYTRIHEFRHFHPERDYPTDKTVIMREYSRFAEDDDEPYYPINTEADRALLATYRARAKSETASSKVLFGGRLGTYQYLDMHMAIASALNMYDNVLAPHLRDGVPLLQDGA
# CCHFV vOTU inh: CCHFV vOTU protease inhibition; Pep-AMC fluorescence; inhibition, % at 11.5 µM; 0.55% of 370,000 active; also: 0% = vehicle wells with enzyme and 100% = no enzyme wells
# Mtb FBA inh: inhibits M. tuberculosis FBA enzyme; 2.3% of 360,000 active; P9WQA3; inhibition, % at 1 µM; purified M. tuberculosis FBA, fluorescence read-out; in the data active = inhibition above about 27%;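 also: 0% = vehicle and 100% = reference inhibitor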
# Target sequence (P9WQA3 whole entry, looked up): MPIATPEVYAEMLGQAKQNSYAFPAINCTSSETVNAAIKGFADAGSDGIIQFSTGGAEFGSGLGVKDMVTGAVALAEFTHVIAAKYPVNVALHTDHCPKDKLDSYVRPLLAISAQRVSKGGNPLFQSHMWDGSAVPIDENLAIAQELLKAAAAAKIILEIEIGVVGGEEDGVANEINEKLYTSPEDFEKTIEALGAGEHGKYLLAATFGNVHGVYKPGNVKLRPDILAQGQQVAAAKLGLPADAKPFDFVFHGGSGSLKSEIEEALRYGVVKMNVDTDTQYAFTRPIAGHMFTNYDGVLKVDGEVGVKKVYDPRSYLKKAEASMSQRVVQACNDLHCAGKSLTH
# The depositor's hits bear a star; ? = inconclusive; · = no result given; & = joins results of further samples. Rule as the data show it, unless noted: active = inhibition above about 30%; inactive = the rest.
SMILES,FadD28 FP inh,VHR inh abs,BoNT F protease,Rv3671c protease,BioA inh,GDH-TPI counter,MazEF act,UGM FP inh,CCHFV vOTU inh,Mtb FBA inh
CN1CCN(C(=O)CN(C)S(=O)(=O)c2ccc3ccccc3c2)CC1,-3.0,0,1,-1,·,-6,-3,1.3,-7,-1
Cc1nnc(NC(=O)CSc2nnc3scc(-c4ccc(C)c(C)c4)n23)s1,-1.4,25,3,1,·,-4,-6,-1.7,7,-5
CC(=O)Nc1nc(CC(C)C)cc2c1c(=O)oc1ccccc12,-1.2,7,?,1,0.4,-4,-7,1.6,2,2
CCc1nn(CC(=O)NC(C)CCc2ccccc2)c(=O)c2cc3occc3n12 (centres undefined),-0.7,-3,-2,3,0.1,-1,-5,0.0,10,1
Cc1oc(-c2ccccc2Cl)[n+]([O-])c1C,-0.6,8,-2,-5,-1.3,-3,-4,-2.5,-16,-2
Cc1[nH]c(=S)c(C#N)c(C)c1Cc1ccccc1,-0.3,21,12,3,12,9,-4,-1.9,-12,1
Cc1cccc(C(=O)OCC(=O)Nc2ccc3c(c2)OCCO3)c1,-0.6,·,-1,-3,1.3,6,4,2.1,1,-1
COC(=O)c1cccc(Nc2nc(-c3cccnc3)nc3ccccc23)c1,-2.7,-2,?,-22,-3.5,10,-30,0.6,-20,1
Cc1c(C)c2ccc(OC(C)C(=O)NCCCN3CCOCC3)c(C)c2oc1=O (centres undefined),0.1,2,-8,4,1.1,-1,7,0.3,0,32*
Cc1nc(NCCc2ccccc2)sc1C(=O)O,0.3,-4,0,3,0.9,2,14,-1.9,-17,0
O=C(CN1CCN(Cc2ccccc2)CC1)Nc1ccc(Cl)cn1,0.0,6,-1,2,-0.6,6,1,1.4,-8,2
CN1CCN(C(=O)c2cccc(-c3ccc4nncn4c3)c2)CC1,-2.4,·,-2,·,-0.6,0,·,·,1,-1
CCOc1cc(-c2conc2N)cc(OCC)c1OCC,-0.1,-5,4,7,-3.4,6,-3,2.2,5,9
COc1cc(C(=O)Nc2sc3c(c2C#N)CCN(C(C)=O)C3)cc(OC)c1OC,-2.1,19,-8,-6,5.5,14,-38,1.3,4,1
Cc1ccc(S(=O)(=O)N2CCCCC2)cc1NC(=O)CN1C(=O)c2ccccc2S1(=O)=O,1.0,·,5,-5,-6.2,2,-2,-0.3,4,5
Cc1cc(=O)oc(C)c1C(=O)N1CCN(c2ccc(F)cc2)CC1,-2.6,26,-5,-1,-1.3,-2,4,-2.3,12,-1
COc1ccc(C2Nc3ccccc3C(=O)N2NC(C)=O)c(OC)c1 (centres undefined),0.3,53*,-18,4,0.4,11,-2,-1.4,-73,41*
C=CCOc1nc2sc(C)c(C)c2c(=O)n1-c1ccccc1,-0.7,17,-17,·,-0.9,5,-26,0.7,-7,2
C/C(=N\NC(=O)C(=O)Nc1cccc(Cl)c1C)c1ccncc1,-2.9,-3,5,5,-0.9,0,13,-1.3,0,-1
CCC(C)(C)NC(=O)C(c1ccc(F)cc1)N(Cc1ccco1)C(=O)c1snc(C(N)=O)c1N (centres undefined),0.0,8,-4,-9,-1.1,10,-10,0.0,-12,3
COc1ccc(Cl)cc1C(=O)Nc1cccc2ncccc12,-2.6,14,-29,-5,0.9,4,0,0.9,-6,5
COc1ccc(S(=O)(=O)N2CCOCC2)c(Cl)c1Cl,-3.4,8,-4,6,-1.8,5,2,-2.2,6,0
COC(=O)CNC(=O)Cn1cnc2sc(C)c(S(=O)(=O)N3CCC(C)CC3)c2c1=O,-1.0,13,-2,2,·,-2,9,1.3,16,4
O=C1NCCCC1C(=O)N/N=C/c1ccc([N+](=O)[O-])cc1 (centres undefined),-1.8,6,-28,2,-0.5,16,13,-2.7,17,3
COc1ccccc1Cc1c(-c2ccc(F)cc2)nc2ccc(Br)cn12,-7.7,·,-2,·,1.2,·,·,·,22,1
Cc1occc(=O)c1OCc1c(F)cccc1Cl,-4.7,13,-4,-17,·,-8,0,0.1,7,-2
CCn1c(=N)n(CC(=O)c2ccc(Cl)c(Cl)c2)c2ccccc21,-3.4,-6,-10,6,·,-7,23,-0.7,-5,-3
CC1CS(=O)(=O)CCN1N=Cc1ccc([N+](=O)[O-])o1 (centres undefined),-4.0,·,3,4,0.7,18,-4,4.6,19,-12
CC1=C(C)C(c2ccccc2)NC(=S)N1 (centres undefined),-2.8,-10,0,5,·,-9,-2,-1.2,-8,-6
COc1cccc(NC(=O)COC(=O)c2ccc(F)cc2F)c1,-2.7,-5,-3,-7,0.7,-1,-3,1.3,-16,-11
CCOC(=O)COc1cc(OCC(=O)OCC)c2c3c(c(=O)oc2c1)CCCC3,-3.1,-16,-9,·,0.0,6,2,-0.4,-16,160*
CN(C)/C=C/C(=O)C(F)(F)F,-1.5,-6,3,14,·,11,16,-2.2,11,2
Cc1cc(C)n2nc(SCCOc3ccc(F)cc3)nc2n1,0.2,-13,-3,2,·,1,4,1.9,-6,-2
CCc1ccc(CNCCc2ccccc2F)cc1,-2.2,8,-8,-6,·,16,-5,3.5,-11,1
O=C(O)c1cccc(S(=O)(=O)N2CCN(c3ccccn3)CC2)c1,-0.1,21,-6,·,-0.6,5,7,1.6,-4,3
CCCCc1ccc(S(=O)(=O)NC(=O)C2(C)CCN2C(=O)CCc2cccs2)cc1 (centres undefined),-2.6,·,3,·,-2.0,-1,·,·,15,-2
COCCCNC(=O)Cn1cc2c(n1)CCC(C)C2 (centres undefined),-0.3,16,-8,2,-1.2,0,14,1.5,2,0
CC(=O)Nc1cccc(N2C(=O)CC(N3CCC(C(=O)N4CCCCC4)CC3)C2=O)c1 (centres undefined),-2.4,16,10,1,-0.1,6,1,0.3,-2,4
CCOc1ccc2[nH]c(=O)c(C(c3nnnn3C3CCCCC3)N3CCN(CC)CC3)cc2c1 (centres undefined),-6.1,22,-2,-2,-1.8,7,6,0.4,-49,18
CCOc1ccc(S(=O)(=O)N2CCCC(C(=O)N3CCOCC3)C2)cc1C (centres undefined),-2.6,17,4,2,2.0,-7,8,2.1,-7,0
COC(=O)c1cc2c(ccn2-c2ccc(F)cc2)n1CC(C)C,0.7,11,-5,-10,1.4,4,29,4.3,-5,2
NCCCCCc1nnc(SCc2ccc(Cl)c(Cl)c2)o1,-5.1,39,-4,6,8.9,4,19,-0.4,4,1
Cc1cc2ncc(-c3cccc(Cl)c3)cn2n1,0.1,-9,-1,0,·,4,-9,-0.1,11,-1
O=C(Nc1nc2c(s1)CCCC2)c1cccc(S(=O)(=O)N2CCCc3ccccc32)c1,-1.7,5,-2,-54,·,9,-15,1.5,-3,1
COc1ccc(CCCC(=O)NC2CCCCC2C)c(C)c1 (centres undefined),-4.3,13,-3,-9,-1.1,5,4,-1.3,-1,0
COc1cc(/C=C/C(=O)OCC(=O)NC2CC2)cc(OC)c1OC,-1.7,·,1,-10,0.1,24,-19,0.1,-6,16
COc1ccc(C2Nc3ccccc3C(=O)N2NS(C)(=O)=O)cc1 (centres undefined),-1.0,7,0,-2,·,7,-4,1.6,-51,27*
C=CCNc1nc(N2CCCCC2)c(C#N)c2c1CN(Cc1ccccc1)CC2,-3.0,16,0,-2,-0.3,5,-6,1.4,3,17

# Next section, overlapping the part above by 7 compounds.
SMILES,FadD28 FP inh,VHR inh abs,BoNT F protease,Rv3671c protease,BioA inh,GDH-TPI counter,MazEF act,UGM FP inh,CCHFV vOTU inh,Mtb FBA inh
NCCCCCc1nnc(SCc2ccc(Cl)c(Cl)c2)o1,-5.1,39,-4,6,8.9,4,19,-0.4,4,1
Cc1cc2ncc(-c3cccc(Cl)c3)cn2n1,0.1,-9,-1,0,·,4,-9,-0.1,11,-1
O=C(Nc1nc2c(s1)CCCC2)c1cccc(S(=O)(=O)N2CCCc3ccccc32)c1,-1.7,5,-2,-54,·,9,-15,1.5,-3,1
COc1ccc(CCCC(=O)NC2CCCCC2C)c(C)c1 (centres undefined),-4.3,13,-3,-9,-1.1,5,4,-1.3,-1,0
COc1cc(/C=C/C(=O)OCC(=O)NC2CC2)cc(OC)c1OC,-1.7,·,1,-10,0.1,24,-19,0.1,-6,16
COc1ccc(C2Nc3ccccc3C(=O)N2NS(C)(=O)=O)cc1 (centres undefined),-1.0,7,0,-2,·,7,-4,1.6,-51,27*
C=CCNc1nc(N2CCCCC2)c(C#N)c2c1CN(Cc1ccccc1)CC2,-3.0,16,0,-2,-0.3,5,-6,1.4,3,17
COc1ccc(-c2sc3cc4c(cc3c2C#CC2(N)CCCCC2)OCO4)cc1,-9.3,·,-10,6,-2.1,18,-43,-1.0,6,8
CCOC1(OCC)OC(c2ccccc2)=C(C#N)C(C=Cc2ccccc2)C1(OCC)OCC (centres undefined),-2.4,·,8,·,·,0,4,·,12,-1
CCCOC(=O)CSC1=C(C#N)C(c2ccccc2OC)C(C#N)C(=O)N1 (centres undefined),0.6,45,9,11,-1.2,16,-4,-3.0,12,4
O=S(=O)(c1ccc(Br)cc1F)N1CCC(O)CC1,-2.5,·,-2,·,0.8,0,4,·,5,-3
CC(C)=NN/C(N)=N/C(=S)Nc1ccc(C)cc1,-3.4,1,0,7,-0.4,-8,-5,-0.4,25,-2
COc1ccc(NC(=O)Nc2ccc3c(c2)C(=O)N([C@H](C)CO)C[C@H](C)[C@@H](CN(C)C(=O)Nc2ccccc2)O3)cc1,1.8,·,-11,5,5.3&1.1,17,2,3.5,0,4
CCCCn1c(N)c(N(CC)C(=O)CCNC(=O)c2ccc(Cl)cc2)c(=O)[nH]c1=O,-0.2,·,-6,5,0.3,0,4,-0.4,3,-2
CC(NC(=O)Nn1cnnc1)(C(F)(F)F)C(F)(F)F,-0.3,-2,-1,4,-1.0,10,-2,2.3,-14,-2
CC(=NCc1ccc2c(c1)OCO2)c1c(O)[nH]c(=O)[nH]c1=O,-1.4,45,6,-4,-2.2,10,6,1.4,2,2
CCOc1ccc(NC(=O)CC2CC(C)(C)OC2=O)cc1 (centres undefined),-2.3,10,?,0,2.6,-11,2,-1.7,10,6
COc1ccc2ccccc2c1/C=N/Nc1cccc(C(=O)O)c1,2.3,-35,2,12,-1.0,-1,-4,1.3,7,0
C=CCNC(=S)N/N=C(\C)c1ccc(OC)cc1,-3.3,-1,1,-2,·,7,4,-2.1,4,-1
O=C(c1ccccc1)N1CCN(c2ncnc3c2cnn3-c2ccccc2)CC1,-2.6,48,-40,4,1.3,4,-5,1.2,6,-1
O=c1nc2s/c(=C\c3ccc(-c4ccccc4[N+](=O)[O-])o3)c(=O)n2nc1-c1ccccc1,1.2,23,2,·,·,2,-255,·,-2,-4
N#CC(c1ccccc1)N(CCCCl)C(=O)c1ccccc1 (centres undefined),-1.6,0,2,-12,1.5,-5,-1,-0.5,-1,-2
O=C(Cc1ccc(S(=O)(=O)N2CCCC2)s1)NC1CCCCCC1,0.0,19,4,-5,-1.1,12,6,-0.9,0,2
COc1ccc(OC)c(C2=NOC(C(=O)Nc3cccc(C(C)=O)c3)C2)c1 (centres undefined),?,17,2,2,-2.6,3,0,-1.9,-11,4
Cc1ccc2c(c1)N(C(=O)CCC(=O)NCc1cccc(Cl)c1)CC(C)O2 (centres undefined),-5.4,-18,6,-1,-0.2,0,10,0.1,10,1
S=c1[nH]nc(CN2CCCC2)n1Cc1ccccc1,-4.2,22,-2,-10,·,-6,-24,-1.4,11,-7
Sc1nnc(-c2ccc(Cl)cc2)n1Cc1ccccc1,-1.7,·,5,-9,0.8,3,-7,-0.4,22,2
COc1cc(C)c(C(C)C)cc1S(=O)(=O)N1CCN(C)CC1,-0.1,-9,-1,9,-0.7,13,8,0.0,8,-2
CCCCn1c(N)c(C(=O)NCCN2CCOCC2)c2nc3ccccc3nc21,-6.1,10,4,3,2.0,11,4,-2.0,-89,80*

# Screening results: PubChem BioAssay, several laboratories
